From PubChem BioAssay
M5 antag – blocks acetylcholine activation of human M5 receptor | P08912 | CHO-hM5 cells, Fluo-8 calcium fluorescence, ACh EC80 | inhibition, % at 3 µM | actives 0.59% (n = 360,000);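 active = inhibition above a per-plate cutoff, the mean of that plate's test compounds plus 3 SD, cut at about 27% in these data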;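 note: 0% = acetylcholine EC80 with DMSO and 100% = DMSO without agonist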
CRFR2-BP antag – antagonists of CRF-binding protein/CRF-R2 receptor complex. HEK293 CRF-R2/CRF-BP, CRF-induced calcium fluorescence. AID 588475. actives 0.59% (n = 350,000). inhibition, % at 11.8 µM;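 active = inhibition of the ligand-induced calcium signal above about 50% at the single tested concentration, limit read from the data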
M5 ag – CHRM5 agonism in calcium assay. activation, % at 3 µM. P08912. CHO-K1 hM5 cells, Fluo-8 calcium fluorescence; 0% DMSO wells, 100% maximal acetylcholine response. actives 0.19% (n = 360,000);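 active = activation above the run's mean over test compounds plus 3 SD, cut at about 23% in these data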;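 note: signal is peak over basal fluorescence ratio across the kinetic read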
M1 PAM parental – nonselective activator or artifact in parental CHO-K1 calcium assay; actives 0.02% (n = 360,000); activation, % at 3 µM; ATP EC20, Fluo-8 calcium fluorescence; 0% at ATP EC20, 100% at ATP max;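 active = activation above the run cutoff, the mean activation of all test compounds plus 3 SD, cut at about 40% in these data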;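 note: peak over basal fluorescence ratio in a 140 s read after ATP addition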
TAAR1 antagonist – human TAAR1 antagonism | Q96RJ0 | CHO RD-HGA16 TAAR1, Fluo-8 calcium fluorescence, antagonist | inhibition, % at 3 µM | actives 1.5% (n = 360,000) | AID 624466;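 active = inhibition above a per-plate cutoff, the mean inhibition of test compounds on that plate plus 3 SD, cut at about 49% in these data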;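 note: 0% = DMSO plus EC80 beta-PEA response and 100% = DMSO alone without agonist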
Target sequence (Q96RJ0 whole entry, looked up): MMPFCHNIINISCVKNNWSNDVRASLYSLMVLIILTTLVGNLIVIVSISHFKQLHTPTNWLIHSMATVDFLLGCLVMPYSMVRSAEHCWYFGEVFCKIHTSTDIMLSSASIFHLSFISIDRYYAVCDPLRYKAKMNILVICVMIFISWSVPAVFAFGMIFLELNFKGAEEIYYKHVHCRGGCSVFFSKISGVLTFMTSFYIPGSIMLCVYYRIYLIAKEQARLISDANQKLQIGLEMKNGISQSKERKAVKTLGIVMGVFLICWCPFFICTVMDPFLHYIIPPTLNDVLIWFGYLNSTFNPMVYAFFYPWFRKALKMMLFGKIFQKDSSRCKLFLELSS
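System: RD-HGA16 CHO cells with stable hTAAR1 and Gα16 | Probe or stimulus: EC80 β-phenethylamine stimulus | Dosing: 3 µM, single point | Times: Dye loading 75 min at 37 °C, then 30 min room temperature | Measured by: Fluo-8 calcium-sensitive fluorescence | Read-out basis: % inhibition of agonist calcium response | Replicates: n of 1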
TAAR1 agonist – agonists of human TAAR1. CHO RD-HGA16 TAAR1, Fluo-8 calcium fluorescence; vehicle wells 0%, saturating PEA agonist 100%. activation, % at 3 µM. actives 0.99% (n = 360,000). AID 624467;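 active = activation above the mean activation of all test compounds in the run plus 3 SD, cut at about 38% in these data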
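Assay system: CHO-derived RD-HGA16 cells with stable Gα16 and human TAAR1; timing: 17-24 h seeding, 75 min 37 °C dye, 30 min RT; read-out: % activation from peak over basal fluorescence ratio, DMSO-to-PEA scaled; measured by: kinetic Fluo-8 calcium fluorescence; benchmarks: low control DMSO, high control PEA (EC100); doses: 3 µM single concentration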
CHRM5 PAM – CHRM5 positive allosteric modulation | CHO-K1 hM5, Fluo-8 calcium, ACh EC20 PAM; 0% = ACh EC20, 100% = ACh EC100 | AID 624038 | actives 0.3% (n = 360,000) | activation, % at 3 µM;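 active = activation above the run cutoff, the mean activation of all test compounds plus 3 SD, cut at about 18% in these data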
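Replicates: One well per compound, no replicates | System: Human M5 receptor in CHO-K1 cells | Benchmarks: Low control EC20 acetylcholine (0%), high control EC100 acetylcholine (100%) | Probe or stimulus: Acetylcholine, EC20 level | Times: Fluo-8 loading 80 min at 37 °C plus 30 min room temperature | Signal: Intracellular calcium via Fluo-8 fluorescence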
CHRM4 PAM – positive allosteric modulators of human muscarinic M4 receptor. CHO-K1 hM4/Gqi5, Fluo-8 calcium fluorescence, ACh EC20; 0% = ACh EC20, 100% = maximal ACh. actives 0.4% (n = 360,000). AID 624126. activation, % at 3 µM;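 active = activation above its plate's cutoff, the mean activation of sample wells plus 3 SD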; note: some results filed as inactive read as strong as hits
Target sequence (P08173 whole entry, looked up): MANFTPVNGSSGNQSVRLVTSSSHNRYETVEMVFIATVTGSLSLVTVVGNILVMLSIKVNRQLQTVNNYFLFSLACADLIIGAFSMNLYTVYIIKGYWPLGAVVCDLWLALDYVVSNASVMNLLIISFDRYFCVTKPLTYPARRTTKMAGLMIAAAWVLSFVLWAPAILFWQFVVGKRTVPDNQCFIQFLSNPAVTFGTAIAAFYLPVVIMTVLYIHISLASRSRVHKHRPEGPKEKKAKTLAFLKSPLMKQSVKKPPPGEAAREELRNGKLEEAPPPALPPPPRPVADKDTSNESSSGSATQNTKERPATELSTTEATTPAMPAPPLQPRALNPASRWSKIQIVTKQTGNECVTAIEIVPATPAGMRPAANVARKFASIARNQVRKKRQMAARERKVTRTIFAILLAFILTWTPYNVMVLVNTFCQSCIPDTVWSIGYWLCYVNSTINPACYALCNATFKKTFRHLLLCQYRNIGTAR
CRFBP-R2 agonist – CRF-BP/CRF-R2 complex agonism | HEK293 CRF-R2/CRF-BP, calcium dye fluorescence (FLIPR); percent of saturating CRF peptide response | actives 0.46% (n = 350,000) | activation, % at 13.2 µM | AID 588473;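 active = activation of at least 50%, plus an integration ratio under a set limit after plate pattern correction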;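 note: plate controls were neutral control wells without compound for no effect and CRF at EC100 for full effect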
Active calls of the source: *; x = not tested or not shown.

SMILES	M5 antag	CRFR2-BP antag	M5 ag	M1 PAM parental	TAAR1 antagonist	TAAR1 agonist	CHRM5 PAM	CHRM4 PAM	CRFBP-R2 agonist
COc1ccc(NC(=S)N2CCC(C(O)(c3ccccc3)c3ccccc3)CC2)cc1	0.1	-18.1	-9.3	10.7	-5.1	-1.2	-2.1	-4.4	0.7
CCOc1cc(C(=O)NC(=S)Nc2ccc(Cl)c(C(=O)O)c2)cc(OCC)c1OCC	9.3	1.0	-4.4	14.9	-10.8	-1.8	0.8	3.6	-0.1
COc1ccc(Cn2c(=S)[nH]c3cc(C(=O)NCc4cccnc4)ccc3c2=O)cc1	6.4	-1.1	-2.4	1.6	-14.3	0.9	6.8	0.4	-1.2
COCCNC(=O)C(C(=O)c1ccc(F)cc1)n1cc(C)ccc1=O (stereo not drawn)	4.7	1.1	-4.4	-9.0	-2.9	11.5	0.4	1.1	-1.4
COc1ccc(/C=C/C(=O)O)cc1S(=O)(=O)NCc1ccccc1	2.3	18.7	2.3	15.3	-8.7	0.1	8.7	14.1	-1.4
COc1ccc(OC)c(NC(=O)c2cc3sccc3n2C)c1	10.3	7.0	-2.7	9.5	3.0	2.9	-5.1	-0.1	-2.4
CCOC(=O)N1CCN(C(=O)c2ccc(Oc3ccc([N+](=O)[O-])cc3)cc2)CC1	13.8	30.5	2.4	-5.7	-22.8	4.9	-7.7	5.2	0.2
CN1C(=O)N(CC(=O)Nc2sccc2C(N)=O)C(=O)C12CCCCC2	-5.8	1.9	1.1	11.7	-3.1	-2.3	5.6	2.2	-0.1
CCOC(=O)c1c(S(=O)(=O)Nc2ccc(CN3CCC(C)CC3)cc2)c(C)n(C)c1C	0.5	-5.9	-8.4	5.1	-8.4	0.7	2.1	-10.5	-0.3
COc1ccc(Cc2c(-c3ccc(F)cc3)nc3cc(C)c(Br)c(C)n23)c(C)c1	4.5	x	0.3	28.4	-23.9	0.9	-7.0	9.4	x
Cn1c(SCC(N)=O)nnc1C1CCN(C(=O)NCc2ccccc2)CC1	-1.2	-0.9	-2.3	11.6	-0.5	1.0	-0.8	4.7	2.7
O=C(c1sc2ccccc2c1Cl)N(Cc1ccco1)C1CCS(=O)(=O)C1 (stereo not drawn)	-1.2	-74.9	2.1	4.4	-6.2	5.2	-1.0	-5.1	-2.3
O=S(=O)(Nc1ncccn1)c1ccc(NC(=S)NCc2cccnc2)cc1	-6.5	5.3	-1.1	4.5	5.5	9.4	-3.3	-2.7	-2.2
CC1CCN(S(=O)(=O)c2ccc(Cl)cc2)CC1	-3.4	6.6	-2.1	19.9	-8.3	7.7	2.9	-2.8	-0.7
CC(=O)C1=C(O)C(=O)N(Cc2cccnc2)C1c1ccc(O)cc1 (stereo not drawn)	-1.7	11.5	3.3	12.9	-3.4	8.1	3.9	1.4	-0.9
O=C(Nc1cc(S(=O)(=O)N2CCOCC2)ccc1Cl)C(=O)c1c(-c2ccccc2)cc2ccccn12	7.4	4.0	-3.1	16.4	4.2	5.9	-6.0	-1.1	0.6
Cc1cccc(NC(=O)CSc2nnc(CNC(=O)c3ccc(S(=O)(=O)N(C)C)cc3)n2-c2cccc(C)c2)c1	2.0	-53.8	-4.9	17.8	12.0	2.4	-1.1	-20.4	0.4
CCC1Sc2ccccc2N(CC(=O)NCc2ccc3c(c2)OCO3)C1=O (stereo not drawn)	9.2	14.0	4.7	6.0	50.0*	16.6	-14.7	-10.1	-2.2
CCN1CCCC(Sc2nc3c([nH]2)c(=S)n(C)c(=O)n3C)C1 (stereo not drawn)	8.7	-3.6	-4.8	4.6	-2.6	1.9	-4.1	-7.2	1.0
CC(C)(C)c1cc(C(=O)NNC(=O)c2ccc(Cl)cc2)no1	3.1	-5.8	-0.1	9.2	6.6	2.3	7.7	-2.2	-0.2
CCCCCCOc1ccc(/C=c2\s/c(=C(/C#N)C(=O)NCc3ccco3)n(-c3ccccc3)c2=O)cc1	-7.8	-12.6	-0.1	16.3	-4.7	6.2	7.4	2.2	13.8
CCOC(=O)c1c(CN2CCN(CCO)CC2)n(-c2ccccc2)c2cc(Br)c(O)cc12	-2.0	-26.9	12.0	17.3	-6.2	16.4	-3.5	3.2	-0.6
O=C(CCS(=O)(=O)c1ccc(Br)cc1)NC1CCCC1	-0.2	-0.1	2.9	-5.7	x	x	-0.8	6.2	-1.0
CN(c1ccccn1)c1ncnc2[nH]ncc12	0.4	2.7	-0.1	5.8	-2.3	1.2	1.0	9.5	0.1
Cc1cc2nc(C)c(Cl)c(=O)n2[nH]1	-6.1	3.5	-1.8	12.3	-8.9	5.0	-0.1	-2.9	0.0
O=C(NCc1ccco1)c1ccc2snnc2c1	-3.4	-3.1	1.4	14.8	-3.5	4.7	0.2	4.6	-1.1
Cc1cc(NC(=O)CC2CCCC2)ccc1Br	3.4	-3.9	-3.7	-3.0	18.3	-0.1	-4.2	-4.0	-2.1
C=CCn1cnc2c(c1=O)c1nc3ccccc3nc1n2/N=C/c1cccc(OC)c1	5.0	11.4	0.4	-0.8	17.4	11.1	-0.2	5.3	-2.9
O=C(c1ccc(Cl)cc1)N1CCN(C(=O)c2ccco2)CC1	0.3	47.4	0.2	7.5	8.0	14.5	1.7	3.5	-2.7
COc1cccc(CN(C)C(=O)CCc2nnc(-c3ccsc3)o2)c1	6.2	5.4	3.7	12.5	6.3	1.9	4.2	3.2	0.9
COC(=O)c1sc2cc(C(F)(F)F)cnc2c1-c1ccccn1	16.0	20.5	-1.6	-13.8	4.7	4.8	-3.3	7.6	-1.0
O=C(NCC(=O)N(c1ccccc1)C(C(=O)NC1CCCC1)c1cccnc1)c1cccs1 (stereo not drawn)	6.3	-19.2	1.7	21.9	-0.6	7.8	-4.0	12.2	-0.4
Cc1ccc(Cc2nc3ccccc3n2C(CCc2ccccc2)c2nc3ccccc3[nH]2)cc1 (stereo not drawn)	6.2	x	-0.4	x	-35.2	2.6	-10.5	-9.0	x
CCC(NC(=O)c1cc(COc2c(F)cccc2F)on1)c1ccncc1 (stereo not drawn)	-6.8	-2.8	-0.4	7.8	x	x	-2.5	3.4	-0.3
O=C(c1cccc(C(F)(F)F)c1)C1CCCN(C(=O)Cn2cncn2)C1 (stereo not drawn)	16.9	-2.6	-2.0	-0.6	-15.2	0.0	-4.0	-3.2	-1.4
O=C(NCc1ccccc1)C1CCN(S(=O)(=O)c2cc([N+](=O)[O-])ccc2Cl)CC1	6.6	4.9	2.6	9.1	-11.4	6.9	-2.2	-2.4	-0.6
C[C@H](CO)N1C[C@H](C)[C@@H](CN(C)C(=O)Nc2ccccc2)Oc2ncc(-c3ccc(C#N)cc3)cc2C1=O	-4.9	8.7	0.8	9.5	-11.2	-0.1	0.5	1.4	-0.5
CC1(C)CC(=O)c2c(n(S(=O)(=O)c3ccccc3)c3ccc(NS(=O)(=O)c4ccccc4)cc23)C1	-1.3	-37.8	-1.2	9.1	-33.7	2.4	-4.0	-7.7	4.7
CC1(C)CC(=O)C=C(Nc2ccccc2O)C1	3.1	25.1	-2.9	10.3	-0.3	14.5	-4.5	-0.8	1.1
COc1ccc([N+](=O)[O-])cc1NC(=O)C(C)OC(=O)C1c2ccccc2Oc2ccccc21 (stereo not drawn)	-5.0	-2.9	-2.5	21.7	-10.9	1.4	-4.1	1.8	0.5
Cc1cc(C)c2c(N)c3ccccc3nc2n1	1.9	5.3	-3.4	10.9	-10.2	0.0	-2.5	10.9	11.5
CCC(=O)Nc1ccc2oc(-c3cccc(C)c3)nc2c1	-7.4	-20.2	3.1	9.9	8.1	3.8	2.2	2.4	-1.1
CSc1ccc(/C=C/C(=O)OCC(=O)NC2CCCC2)cc1	3.3	4.7	1.6	3.3	-17.0	3.0	-10.7	-0.6	-1.3
COc1cc(C(=O)OC(C)CN2CCCC2)cc(OC)c1OC (stereo not drawn)	3.6	-19.5	-5.2	16.6	12.6	10.9	-12.5	2.6	0.4
Cn1cccc1/C=N/NC(=O)Cc1cccs1	10.5	-10.7	-2.1	18.5	-1.9	2.4	2.8	-0.1	2.2
O=C(O)c1cccc(NC2=Nc3cccc4cccc2c34)c1	-0.2	-0.8	-0.3	24.5	-25.7	0.6	7.1	4.7	-0.4
C=CCNc1nc2c(c(=O)n(C)c(=O)n2C)n1CCCCCC	10.3	-2.6	1.2	2.4	10.9	4.6	-6.1	-1.1	1.2
CCOC(=O)C1=CN(CC)S(=O)(=O)NC1CC (stereo not drawn)	-5.4	6.7	0.9	19.5	-3.5	-0.7	-1.1	0.3	1.4
O=C(Cn1c2ccc(F)cc2c2nc3n(c(=O)c21)CCS3)NC1CCCC1	4.8	-4.1	-2.1	16.1	-17.2	1.2	2.4	6.0	-4.1
CC(=O)c1cccc(NC(=O)c2cc(S(=O)(=O)N3CCCCC3)ccc2N2CCOCC2)c1	-0.7	-10.9	0.7	5.3	-1.4	0.3	-2.3	-4.9	-3.5

(list continues)
SMILES	M5 antag	CRFR2-BP antag	M5 ag	M1 PAM parental	TAAR1 antagonist	TAAR1 agonist	CHRM5 PAM	CHRM4 PAM	CRFBP-R2 agonist
Cc1ccc(C(=O)N2CC(C)CC(C)C2)cc1NC1=NC2CS(=O)(=O)CC2S1 (stereo not drawn)	6.3	11.7	0.5	13.6	-10.5	1.8	-3.0	2.9	1.3
COc1ccc(N(CC(=O)NCCC2=CCCCC2)S(=O)(=O)c2ccccc2)c(OC)c1	6.3	-12.7	-6.5	-1.8	6.4	-1.8	-5.4	-5.9	-2.9
O=C(c1ccc2c(c1)C(=O)N(c1ccc(Cl)cc1)C2=O)N1CCN(c2ccccn2)CC1	-1.2	-9.3	-2.1	14.2	-3.0	0.1	1.3	4.0	-0.8
COCc1nn2c(N)c(-c3ccccc3)cnc2c1-c1ccccc1	11.0	-11.1	-1.4	-9.9	8.9	6.5	1.6	1.9	-1.6
Cc1cc(C)n2nc(SCC(=O)N(C)c3ccccc3)nc2n1	4.9	2.6	-0.7	17.0	11.8	4.6	-5.2	5.1	0.0

4 entries picked at random from the list so far, as already listed:
SMILES	M5 antag	CRFR2-BP antag	M5 ag	M1 PAM parental	TAAR1 antagonist	TAAR1 agonist	CHRM5 PAM	CHRM4 PAM	CRFBP-R2 agonist
COC(=O)c1sc2cc(C(F)(F)F)cnc2c1-c1ccccn1	16.0	20.5	-1.6	-13.8	4.7	4.8	-3.3	7.6	-1.0
CC(C)(C)c1cc(C(=O)NNC(=O)c2ccc(Cl)cc2)no1	3.1	-5.8	-0.1	9.2	6.6	2.3	7.7	-2.2	-0.2
O=C(c1ccc2c(c1)C(=O)N(c1ccc(Cl)cc1)C2=O)N1CCN(c2ccccn2)CC1	-1.2	-9.3	-2.1	14.2	-3.0	0.1	1.3	4.0	-0.8
CCC1Sc2ccccc2N(CC(=O)NCc2ccc3c(c2)OCO3)C1=O (stereo not drawn)	9.2	14.0	4.7	6.0	50.0*	16.6	-14.7	-10.1	-2.2
